Tb PGK inh = qHTS Assay to Find Inhibitors of Phosphoglycerate Kinase | Phosphoglycerate kinase, glycosomal (Trypanosoma brucei brucei), P07378 | PGK/GAPDH coupled, Kinase-Glo luminescence, 60 min | Potency, µM (series often up to 57.5 µM), for inactives: at the top dose activity change, negative = inhibition, hits mostly inhibitors | actives 0.043% (n = 380,000) | AID 602233, 2012; further: nearly all actives have a fitted effect of over 60% in size
Target sequence (P07378 whole entry, looked up): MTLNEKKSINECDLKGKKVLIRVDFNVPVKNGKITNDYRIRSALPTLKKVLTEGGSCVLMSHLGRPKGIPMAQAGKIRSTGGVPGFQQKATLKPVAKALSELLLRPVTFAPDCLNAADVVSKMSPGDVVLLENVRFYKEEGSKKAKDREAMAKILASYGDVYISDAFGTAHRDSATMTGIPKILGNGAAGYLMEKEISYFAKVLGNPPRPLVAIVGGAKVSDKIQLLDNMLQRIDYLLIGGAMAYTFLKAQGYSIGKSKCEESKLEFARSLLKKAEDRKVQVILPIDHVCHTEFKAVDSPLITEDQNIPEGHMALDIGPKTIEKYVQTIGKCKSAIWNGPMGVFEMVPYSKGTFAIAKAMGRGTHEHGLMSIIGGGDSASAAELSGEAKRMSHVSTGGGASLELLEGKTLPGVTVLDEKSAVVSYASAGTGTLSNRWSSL
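Luminescent ATP detection (Kinase-Glo Plus) follows a 60-minute room-temperature incubation, with wells lacking PGK as controls. Buffer: 100 mM TEA (pH 7.6), 5 mM MgCl2, 0.01% Tween-20. Coupling enzyme GAPDH (100 nM final) supplies unstable 1,3-BPG in-well.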
GLS inh = qHTS for Inhibitors of Glutaminase (GLS). Potency, µM (doses to about 45.5 µM), inactives show top-dose activity change, negative = inhibition, most hits filed as inhibitors. AID 624170, 2012. Glutaminase kidney isoform, mitochondrial (Homo sapiens), O94925. actives 0.21% (n = 410,000). GLS enzymatic activity, qHTS titration
Target sequence (O94925 whole entry, looked up, canonical isoform): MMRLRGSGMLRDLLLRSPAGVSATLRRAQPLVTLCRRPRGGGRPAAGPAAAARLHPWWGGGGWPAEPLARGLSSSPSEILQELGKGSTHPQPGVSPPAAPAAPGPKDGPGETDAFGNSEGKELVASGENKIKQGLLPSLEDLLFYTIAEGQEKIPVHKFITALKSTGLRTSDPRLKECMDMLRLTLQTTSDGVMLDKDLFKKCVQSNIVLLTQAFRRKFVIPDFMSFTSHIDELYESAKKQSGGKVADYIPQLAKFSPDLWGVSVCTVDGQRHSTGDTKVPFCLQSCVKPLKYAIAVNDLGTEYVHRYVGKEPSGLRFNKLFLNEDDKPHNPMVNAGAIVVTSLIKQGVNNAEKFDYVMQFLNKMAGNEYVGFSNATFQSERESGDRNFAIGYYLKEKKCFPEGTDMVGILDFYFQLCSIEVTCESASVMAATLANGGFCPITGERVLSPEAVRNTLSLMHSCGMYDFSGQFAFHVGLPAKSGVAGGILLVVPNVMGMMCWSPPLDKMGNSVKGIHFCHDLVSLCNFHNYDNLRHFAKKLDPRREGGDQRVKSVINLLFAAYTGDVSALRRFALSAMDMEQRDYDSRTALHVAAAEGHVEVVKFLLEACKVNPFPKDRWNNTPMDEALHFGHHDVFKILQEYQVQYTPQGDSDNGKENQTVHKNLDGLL
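Enzyme dispensed in phosphate buffer (45 mM, pH 8.2, 0.02% Tween-20), compounds pinned in, then 1 mM L-glutamine solution and the glutamate oxidase–HRP–Amplex Red mix added; fluorescence read immediately and again after 30 min at room temperature.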
ALOX12 inh = Primary qHTS assay for inhibitors of human arachidonate 12S-lipoxygenase (ALOX12): Round 2; Polyunsaturated fatty acid lipoxygenase ALOX12 (Homo sapiens), P18054; purified 12hLO, xylenol orange hydroperoxide absorbance; Potency, µM (titrated, usually from 108 µM), without a hit: at the top dose activity change, negative = inhibition, usual class: inhibitors; actives 1.1% (n = 580,000); AID 1671190, 2021
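Purified human 12hLO (150 nM final) in 25 mM Hepes, 0.01% Triton X-100, pH 7.0 was preincubated 15 min at room temperature with compound. Then 40 uM arachidonic acid was added, 30 min. Hydroperoxide was read by Fe-XO absorbance ratio 573/405 nm.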
* hit, by the source's call. The call rests on the fitted dose curve; in most records, active means well fitted curve in the direction sought with a large enough effect; inconclusive means small, poorly fitted or top-dose-only effect, or another doubt; inactive means no such curve, though single readings can be large; an effect the other way counts as inactive or inconclusive. On the % scale 0 is the no-effect control and ±100 the full control effect; potency means the concentration at half of the fitted maximal effect. A portion of the library; the hit share may differ from the screen's.

Preview:
`COc1cccc(/C=C/C(=O)OCC(=O)NC2CCCC2)c1` gave Tb PGK inh 2%, GLS inh -2% and ALOX12 inh -8%.
`COc1ccccc1NC(=O)COC(=O)c1c(NC(C)=O)sc(C)c1C` gave Tb PGK inh -5%, GLS inh -2% and ALOX12 inh -16%.
COc1cccc(OC)c1C(=O)N1CCN(Cc2ccccc2F)CC1 was read as Tb PGK inh 0%, GLS inh 15% and ALOX12 inh inconclusive.

The whole of this part, previewed entries included:
`COc1cccc(/C=C/C(=O)OCC(=O)NC2CCCC2)c1` gave Tb PGK inh 2%, GLS inh -2% and ALOX12 inh -8%.
`COc1ccccc1NC(=O)COC(=O)c1c(NC(C)=O)sc(C)c1C` gave Tb PGK inh -5%, GLS inh -2% and ALOX12 inh -16%.
COc1cccc(OC)c1C(=O)N1CCN(Cc2ccccc2F)CC1 was read as Tb PGK inh 0%, GLS inh 15% and ALOX12 inh inconclusive.
`CC1CCN(S(=O)(=O)c2cc(C(=O)N3CCN(c4ccccc4)CC3)ccc2Br)CC1` gave Tb PGK inh -10%, GLS inh 7% and ALOX12 inh -7%.
For COc1ccc(C(=O)NC2=NCCS2)cc1S(=O)(=O)N1CCOCC1 the results were Tb PGK inh -4%, GLS inh 3% and ALOX12 inh 9%.
CCCCN1C(=O)C(CC(=O)NCc2cccc3ccccc23)CC(C(=O)N(C)C)=C1C (stereo not drawn) was read as Tb PGK inh -1%, GLS inh -2% and ALOX12 inh 2%.
`O=[N+]([O-])c1ccc(Sc2ccncn2)c([N+](=O)[O-])c1` gave Tb PGK inh inactive, GLS inh 0% and ALOX12 inh inconclusive.
O=C(CSc1nnc(-c2cccc(Br)c2)o1)NCC1CCCO1 (stereo not drawn) was read as Tb PGK inh -2%, GLS inh 2% and ALOX12 inh -5%.
CCCCn1c(N)c(N(CCOC)C(=O)c2oc3c(Cl)cccc3c2C)c(=O)[nH]c1=O was read as Tb PGK inh -2%, GLS inh -8% and ALOX12 inh -44%.
For Cc1ccc(C(=O)OCC(=O)NC2CCCCCCC2)cc1C the results were Tb PGK inh 6%, GLS inh -2% and ALOX12 inh inconclusive.
`O[C@@H]1C[C@H](c2ccc(Cl)cc2)N(Cc2cccs2)C[C@H]1n1cc(-c2ccc(F)cc2)nn1` gave Tb PGK inh -3%, GLS inh 2% and ALOX12 inh 29%.
`COc1cccc(S(=O)(=O)N(C)C[C@H]2Oc3ncc(Br)cc3C(=O)N([C@@H](C)CO)C[C@@H]2C)c1` gave Tb PGK inh -6%, GLS inh 0% and ALOX12 inh -1%.
CC1CCCCC1NC(=O)CN1CCC(NC(=O)C(C)(C)C)CC1 (stereo not drawn) was read as Tb PGK inh -9%, GLS inh inconclusive and ALOX12 inh -5%.
C[C@H]1Cn2cnc(C(=O)N[C@H](C)c3ccccc3)c2C(=O)N1 was read as Tb PGK inh -8%, GLS inh -2% and ALOX12 inh 25%.
Cc1cc(=O)[nH]c2nc3ccccc3n12 was read as Tb PGK inh 0%, GLS inh 1% and ALOX12 inh -3%.
CCCCCCNC(=O)O[C@]12C[C@@H](C(=O)OC)[C@@H](C(=O)OC)C[C@@]1(O)CN(S(=O)(=O)c1ccc(C)cc1)C2 was read as Tb PGK inh -5%, GLS inh 2% and ALOX12 inh -20%.
`CC(OC(=O)CCNS(=O)(=O)c1ccc(Cl)cc1)C(=O)N(C)Cc1ccccc1` (stereo not drawn) gave Tb PGK inh -7%, GLS inh -9% and ALOX12 inh inconclusive.
`O=C(C=Cc1ccc2c(c1)OCO2)C=Cc1ccc2c(c1)OCO2` gave Tb PGK inh -10%, GLS inh 6% and ALOX12 inh inconclusive.
O=C(COc1ccc([N+](=O)[O-])cc1)NNC(=O)C1COc2ccccc2O1 (stereo not drawn) was read as Tb PGK inh -7%, GLS inh 15% and ALOX12 inh 7%.
Screening O=c1[nH]c(=O)n2c(c1-c1ccccc1)OC(CBr)C2 (stereo not drawn) returned Tb PGK inh -6%, GLS inh 1% and ALOX12 inh 8%.
`C[C@@H]1CN([C@H](C)CO)C(=O)CCCn2nncc2CO[C@@H]1CN(C)C(=O)c1cc(-c2ccccc2)on1` gave Tb PGK inh -5%, GLS inh 7% and ALOX12 inh -5%.
Screening COc1cc2ccc(C=O)cc2cc1OC returned Tb PGK inh -8%, GLS inh 1% and ALOX12 inh -2%.
For C[C@H]1CN([C@@H](C)CO)S(=O)(=O)c2ccc(Br)cc2O[C@H]1CN(C)C(=O)Cc1ccccn1 the results were Tb PGK inh 6%, GLS inh 5% and ALOX12 inh inconclusive.
For CCc1cc(-c2nnn(CCC3COCCO3)c2CC)cc(CC)c1-c1cn(Cc2ccccc2)nn1 (stereo not drawn) the results were Tb PGK inh inactive, GLS inh -1% and ALOX12 inh inconclusive.
Screening COc1ccc(C(=O)NC2CC(C)(C)NC(C)(C)C2)cc1S(=O)(=O)N1CCOCC1 returned Tb PGK inh -10%, GLS inh 1% and ALOX12 inh -7%.
For CCCCCCn1c(=O)n2n(c1=O)C[C@]1(OC(=O)NCC3CCCCC3)CN(S(=O)(=O)c3ccc(C)cc3)C[C@]1(O)C2 the results were Tb PGK inh -8%, GLS inh 1% and ALOX12 inh inconclusive.
`O=S(=O)(Nc1ccc(NS(=O)(=O)c2ccccc2)cc1)c1ccccc1` gave Tb PGK inh -1%, GLS inh 2% and ALOX12 inh 8%.
CC(C)NC(=O)N(C)C[C@H]1OCCCC[C@H](C)Oc2ccc(NS(=O)(=O)c3ccccc3)cc2C(=O)N([C@H](C)CO)C[C@H]1C was read as Tb PGK inh 5%, GLS inh 15% and ALOX12 inh inconclusive.
`Cc1ccc(C(=O)Nc2cccnc2)cc1C` gave Tb PGK inh -5%, GLS inh -14% and ALOX12 inh -3%.
For COc1ccccc1NC(=O)Cc1nc(=O)[nH]c(=O)[nH]1 the results were Tb PGK inh -5%, GLS inh 7% and ALOX12 inh -19%.
For CCN(CC)C(=O)C1=C(C)N(CCCN2CCCC2=O)C(=O)C(CC(=O)NC(c2ccccc2)c2ccccc2)C1 (stereo not drawn) the results were Tb PGK inh -2%, GLS inh 0% and ALOX12 inh -4%.
`COc1ccc(S(=O)(=O)Nc2ccc3c(c2)[C@H]2C[C@H](CC(=O)NCC4CC4)O[C@@H](CO)[C@H]2O3)cc1` gave Tb PGK inh -9%, GLS inh 23% and ALOX12 inh 3%.
`CCOC(=O)Cn1nc2oc(=O)c(CCN3CCN(c4ccccc4OC)CC3)c(C)c2c1C` gave Tb PGK inh -9%, GLS inh 11% and ALOX12 inh -7%.
Screening O=C(OCc1cn([C@H]2C[C@H](c3ccc(Cl)cc3)N(Cc3cccs3)C[C@@H]2O)nn1)c1ccccc1 returned Tb PGK inh inactive, GLS inh -1% and ALOX12 inh -2%.
`N#CC(=Cc1ccccn1)c1nc(-c2ccc(Cl)cc2)cs1` gave Tb PGK inh -10%, GLS inh 2% and ALOX12 inh inconclusive.
For Cc1ccc(C)c(S(=O)(=O)N2CCCC2CNC(=O)C(=O)Nc2ccccc2)c1 (stereo not drawn) the results were Tb PGK inh -10%, GLS inh -2% and ALOX12 inh -1%.
COc1ccc([C@H]2C[C@H](n3cc(C4CC4)nn3)[C@@H](O)CN2C(=O)C2CCCCC2)cc1 was read as Tb PGK inh inactive, GLS inh 2% and ALOX12 inh 5%.
COc1ccc(CCNC(=O)CC(=O)N/N=C\c2ccc(OCC(N)=O)cc2)cc1OC was read as Tb PGK inh -5%, GLS inh -5% and ALOX12 inh 1%.
COc1ccc(OC)c(N(CCN2C(=O)c3ccccc3C2=O)C(=O)CCl)c1 was read as Tb PGK inh -9%, GLS inh 1% and ALOX12 inh -18%.
For CC1(C)C2CCC(CN)C1C2 (stereo not drawn) the results were Tb PGK inh -6%, GLS inh inconclusive and ALOX12 inh 15%.
`COc1cccc(NC(=S)NC(Cc2ccccc2)c2ccccc2)c1` (stereo not drawn) gave Tb PGK inh -2%, GLS inh -1% and ALOX12 inh 40µM*.
C[C@H]1CN([C@@H](C)CO)C(=O)CCCn2cc(nn2)CO[C@@H]1CN(C)S(=O)(=O)c1ccc(-c2ccccc2)cc1 was read as Tb PGK inh -6%, GLS inh -2% and ALOX12 inh -8%.
Screening Cc1cccc(-n2c(C)nc3cc(C(=O)NCCN4CCOCC4)ccc32)c1 returned Tb PGK inh -6%, GLS inh -7% and ALOX12 inh 0%.
Cc1ccc2c(=O)n3c(nc2c1)C(CC(C)C)NC(=O)c1cccnc1-3 (stereo not drawn) was read as Tb PGK inh inactive, GLS inh 2% and ALOX12 inh 18%.
Cc1ccc(S(=O)(=O)N(C)C[C@@H]2OCc3cn(nn3)CCCC(=O)N([C@@H](C)CO)C[C@H]2C)cc1 was read as Tb PGK inh inactive, GLS inh -3% and ALOX12 inh -41%.
For COc1ccc(NC(=O)CCn2c(=S)[nH]c3ccccc3c2=O)cc1Cl the results were Tb PGK inh inactive, GLS inh -3% and ALOX12 inh inconclusive.
C=CCNC(=O)CSc1nnc(-c2cccc(S(=O)(=O)N3CCOCC3)c2)o1 was read as Tb PGK inh -10%, GLS inh -3% and ALOX12 inh -33%.
`CCOC(=O)c1c(NC(=S)SC)sc(C(=O)N2CCc3ccccc3C2)c1C` gave Tb PGK inh -4%, GLS inh 10% and ALOX12 inh inconclusive.
For O=C(NCCNc1ccc([N+](=O)[O-])cc1)c1ccccc1Cl the results were Tb PGK inh -1%, GLS inh 1% and ALOX12 inh -25%.
Screening CC(O)C(NS(=O)(=O)c1ccc(Cl)cc1)C(=O)OCCOc1ccc(F)cc1 (stereo not drawn) returned Tb PGK inh -8%, GLS inh -1% and ALOX12 inh inconclusive.
CCc1nnc(NC(=O)c2ccco2)s1 was read as Tb PGK inh -2%, GLS inh -13% and ALOX12 inh inconclusive.
`COCOCCn1cc(CN2CCS(=O)(=O)N(Cc3ccc(-c4cccc(CO)c4)cc3)C(C(C)C)C2=O)nn1` (stereo not drawn) gave Tb PGK inh -3%, GLS inh -1% and ALOX12 inh -16%.
Screening CCOc1ccc(Nc2ccc(S(=O)(=O)N3CCOCC3)cc2[N+](=O)[O-])cc1 returned Tb PGK inh 1%, GLS inh 10% and ALOX12 inh -22%.
Screening CC(C)CN(C(=O)C1=COCCO1)c1c(N)n(Cc2ccccc2)c(=O)[nH]c1=O returned Tb PGK inh inactive, GLS inh -1% and ALOX12 inh inconclusive.
Cc1ccc2nc(SCC(=O)N3N=C(c4cccs4)CC3c3ccc(F)cc3)nc(=O)n2c1 (stereo not drawn) was read as Tb PGK inh 3%, GLS inh 9% and ALOX12 inh -2%.
For CCCCN1C(=O)C(CC(=O)NCCCN(C)C)CC(C(=O)N2CCOCC2)=C1C (stereo not drawn) the results were Tb PGK inh -10%, GLS inh 2% and ALOX12 inh -8%.
Screening COc1cccc(CNC(=O)c2ccc(S(=O)(=O)N3CCCCC3)cc2)c1 returned Tb PGK inh -8%, GLS inh -1% and ALOX12 inh 2%.
For O=C(COC(=O)c1cccc(Br)c1)NC1CCCCCCC1 the results were Tb PGK inh inactive, GLS inh 0% and ALOX12 inh -16%.
For CCC(C)n1c(SCC(=O)NC2CC2)nc2ccccc2c1=O (stereo not drawn) the results were Tb PGK inh inactive, GLS inh -15% and ALOX12 inh 6%.

Reprinted at random: seven records from the list, in no set order.
Screening Cc1cccc(-n2c(C)nc3cc(C(=O)NCCN4CCOCC4)ccc32)c1 returned Tb PGK inh -6%, GLS inh -7% and ALOX12 inh 0%.
Cc1ccc2nc(SCC(=O)N3N=C(c4cccs4)CC3c3ccc(F)cc3)nc(=O)n2c1 (stereo not drawn) was read as Tb PGK inh 3%, GLS inh 9% and ALOX12 inh -2%.
Screening CC(O)C(NS(=O)(=O)c1ccc(Cl)cc1)C(=O)OCCOc1ccc(F)cc1 (stereo not drawn) returned Tb PGK inh -8%, GLS inh -1% and ALOX12 inh inconclusive.
Cc1ccc(S(=O)(=O)N(C)C[C@@H]2OCc3cn(nn3)CCCC(=O)N([C@@H](C)CO)C[C@H]2C)cc1 was read as Tb PGK inh inactive, GLS inh -3% and ALOX12 inh -41%.
For CCC(C)n1c(SCC(=O)NC2CC2)nc2ccccc2c1=O (stereo not drawn) the results were Tb PGK inh inactive, GLS inh -15% and ALOX12 inh 6%.
For CCCCN1C(=O)C(CC(=O)NCCCN(C)C)CC(C(=O)N2CCOCC2)=C1C (stereo not drawn) the results were Tb PGK inh -10%, GLS inh 2% and ALOX12 inh -8%.
C=CCNC(=O)CSc1nnc(-c2cccc(S(=O)(=O)N3CCOCC3)c2)o1 was read as Tb PGK inh -10%, GLS inh -3% and ALOX12 inh -33%.
